p97 ATPase inh = blocks human p97 ATPase activity | inhibition, % at 8 µM | P55072 | recombinant p97 ATPase, Kinase-Glo ATP luminescence, 3 h | actives 0.42% (n = 220,000) | AID 1481; in the data active = inhibition above about 15%;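 also: 0% = DMSO vehicle and 100% = wells lacking enzyme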
Target sequence (P55072 whole entry, looked up): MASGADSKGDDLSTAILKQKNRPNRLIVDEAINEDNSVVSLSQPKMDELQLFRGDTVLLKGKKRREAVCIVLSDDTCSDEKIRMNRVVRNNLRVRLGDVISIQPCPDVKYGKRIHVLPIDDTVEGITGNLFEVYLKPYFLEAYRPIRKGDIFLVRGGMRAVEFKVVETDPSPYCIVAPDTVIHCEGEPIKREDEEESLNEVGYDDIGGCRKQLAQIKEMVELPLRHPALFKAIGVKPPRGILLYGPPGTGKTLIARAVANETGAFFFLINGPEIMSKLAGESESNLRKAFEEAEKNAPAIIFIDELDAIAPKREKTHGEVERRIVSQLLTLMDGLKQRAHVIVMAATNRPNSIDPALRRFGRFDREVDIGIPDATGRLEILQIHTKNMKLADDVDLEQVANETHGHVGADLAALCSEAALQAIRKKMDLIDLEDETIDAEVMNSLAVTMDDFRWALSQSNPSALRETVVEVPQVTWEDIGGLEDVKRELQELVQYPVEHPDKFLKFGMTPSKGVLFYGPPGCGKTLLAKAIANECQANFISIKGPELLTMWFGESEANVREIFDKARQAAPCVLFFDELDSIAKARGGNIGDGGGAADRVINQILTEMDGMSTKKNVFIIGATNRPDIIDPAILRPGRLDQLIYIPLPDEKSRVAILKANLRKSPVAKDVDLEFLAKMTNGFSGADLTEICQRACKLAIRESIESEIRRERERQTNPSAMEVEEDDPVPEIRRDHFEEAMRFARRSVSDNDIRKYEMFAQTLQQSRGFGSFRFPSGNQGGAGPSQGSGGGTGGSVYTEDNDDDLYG
Tb hexokinase = T. brucei hexokinase 1 inhibition. inhibition, % at 10 µM. recombinant TbHK1, G6PDH-coupled NADH A340. AID 1430. actives 0.11% (n = 220,000);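 active = inhibition of 50% or more in the single-dose primary screen; inactive = inhibition below 50%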
EP2 antag = EP2 receptor (human) inhibition | AID 1422 | P43116 | C6 glioma cells expressing human EP2, cAMP TR-FRET; cells stimulated with saturating PGE2 | actives 0.52% (n = 260,000) | inhibition, % at 25 µM;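 active = percent inhibition above 40 after rounding to a whole number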;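 also: rat C6 glioma host cells with rolipram phosphodiesterase inhibitor present; the protocol text gives 20 µM as final concentration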
NCF1 inh = inhibitors of human p47phox binding | P14598 | p47phox/p22phox peptide binding, fluorescence polarization, 2 h | inhibition, % at 24.7 µM | actives 0.53% (n = 220,000) | AID 1274;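 active = inhibition above about 30%, limit read from the data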;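 also: 0% = p47phox with labelled peptide and 100% = labelled peptide alone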
Ba/F3 V617F tox = loss of viability in JAK2V617F-driven Ba/F3 cells | actives 1.1% (n = 220,000) | inhibition, % at 5.6 µM | Ba/F3 EpoR-JAK2V617F viability, ATP luminescence | AID 1446;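 active = inhibition above the campaign mean plus 3 SD over all tested compounds, cut at about 24% in these data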;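 also: cytokine-independent growth of Ba/F3 cells driven by EpoR plus mutant JAK2; 0% = DMSO-treated cells and 100% = JAK inhibitor I control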
BaF3 parental = reduces parental Ba/F3 cell viability, JAK2V617F counter-screen; inhibition, % at 5.6 µM; AID 1486; CellTiter-Glo ATP luminescence; actives 1.1% (n = 220,000);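 active = inhibition above a per-campaign cutoff, the mean inhibition of all tested compounds plus 3 SD, cut at about 27% in these data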;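 also: 0% = DMSO wells and 100% = JAK Inhibitor I control wells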
RBBP9 inh = human RBBP9 hydrolase inhibition; AID 1515; inhibition, % at 7.94 µM; actives 0.2% (n = 220,000); recombinant RBBP9, FP-Rh probe fluorescence polarization; O75884;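 active = inhibition above the campaign mean of all tested compounds plus 3 SD, cut at about 14% in these data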;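 also: plate controls were DMSO wells with RBBP9 for no effect and wells lacking RBBP9 protein for full effect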
Target sequence (O75884 whole entry, looked up): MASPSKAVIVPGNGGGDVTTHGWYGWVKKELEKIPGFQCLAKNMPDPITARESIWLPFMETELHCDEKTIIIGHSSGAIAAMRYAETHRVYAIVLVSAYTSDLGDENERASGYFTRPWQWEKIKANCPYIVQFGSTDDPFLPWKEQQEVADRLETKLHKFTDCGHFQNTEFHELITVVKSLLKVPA
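Test system – recombinant human RBBP9 · Input – RBBP9 2.5 µM in dispensing solution, pre-mixing · Medium – Tris buffer pH 8.0, NaCl, Pluronic · Schedule – preincubation 30 min plus labeling 45 min at 25 °C · Measured by – fluorescence polarization · Measure – % inhibition · Controls – DMSO and no-protein wells · Replicates – one well per compound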
Furin inhibitor = blocks human furin protease activity. P09958. purified furin, fluorogenic substrate cleavage. inhibition, % at 30 µM. actives 0.061% (n = 220,000); in the data active = inhibition above about 25%; also: inactives centre near -15
PPC-1+TRAIL kill = compounds killing PPC-1 cancer cells with TRAIL present (potentiator screen, no TRAIL-free arm) | PPC-1 cells + TRAIL, ATPLite viability luminescence | cell killing (% activity), % at 4 µM | actives 0.41% (n = 220,000) | AID 1443;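 active = cell killing above 50% in the first pass at 4 µM, then a duplicate retest at 5 µM averaging 50% or more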;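 also: plate controls were cells with TRAIL plus DMSO for no effect and medium-only wells lacking cells for full effect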
* marks the source's active call; other numbers are inactive results; · = no result given; & = joins results of further samples; ! = a repeat was not active; [ ] = remark or other dose. Only part of the results is shown; count on the stated rates, not on these rows.

Preview (3 entries):
The line under a structure holds: p97 ATPase inh	Tb hexokinase	EP2 antag	NCF1 inh	Ba/F3 V617F tox	BaF3 parental	RBBP9 inh	Furin inhibitor	PPC-1+TRAIL kill
> CCOC(=O)COc1ccc2c(c1)C(=O)CC(C)(c1cccnc1)O2 (stereo unspecified)
  0	-4	10	·	-4	-2	6	-24	12
> CC(c1ccco1)N(C(=O)c1ccccc1NS(=O)(=O)c1cc([N+](=O)[O-])ccc1Cl)c1ccccn1 (stereo unspecified)
  2	27	6	-12	0	10	-5	-13	3
> Cc1ccc(C(=O)N(c2ccccc2)C2CC(C)N(C(=O)c3ccco3)c3ccccc32)cc1 (stereo unspecified)
  -7	-6	25	-56	13	16	-6	-7[20 µM]	-15

This part in full, from the start:
The line under a structure holds: p97 ATPase inh	Tb hexokinase	EP2 antag	NCF1 inh	Ba/F3 V617F tox	BaF3 parental	RBBP9 inh	Furin inhibitor	PPC-1+TRAIL kill
> CCOC(=O)COc1ccc2c(c1)C(=O)CC(C)(c1cccnc1)O2 (stereo unspecified)
  0	-4	10	·	-4	-2	6	-24	12
> CC(c1ccco1)N(C(=O)c1ccccc1NS(=O)(=O)c1cc([N+](=O)[O-])ccc1Cl)c1ccccn1 (stereo unspecified)
  2	27	6	-12	0	10	-5	-13	3
> Cc1ccc(C(=O)N(c2ccccc2)C2CC(C)N(C(=O)c3ccco3)c3ccccc32)cc1 (stereo unspecified)
  -7	-6	25	-56	13	16	-6	-7[20 µM]	-15
> CCCCCc1n[nH]c2c1CCCC2
  -2	-13	8	6	-3	-4	-1	-13	-6
> COC(=O)C1=C(C)NC(=O)CC1c1cc2c(cc1Br)OCO2 (stereo unspecified)
  3	-3	17	-2	-6	2	-2	-14	8
> COc1ccc(CC(=O)NC2CCN(CC(=O)Nc3ccc4c(c3)OCCO4)CC2)cc1OC
  2	-2	10	0	4	6	-1	-21[20 µM]	4
> CCCOc1ccc(-c2nc[nH]c2[N+](=O)[O-])cc1
  5	-2	0	-40	-6	1	-9	-15	6
> CCOCc1nc(N)[nH]c(=O)c1Cc1ccc(OC(C)C)cc1
  -2	3	10	-1	3	3	-6	-10[20 µM]	17
> Oc1ccc(N=Cc2ccc(OCc3ccccc3)cc2)cc1
  11	3	6	-17	0	1	1	-5	-7
> Cc1ccc(S(=O)(=O)NC2c3cccc4cccc(c34)C2Sc2nc(C)cc(C)n2)cc1 (stereo unspecified)
  -2	-3	8	-15	2	9	-13	-13	-9
> COc1cccc2cc(C(=O)N3CCN(c4ccc(C)cc4C)CC3)c(=O)oc12
  2	-4	12	8	1	3	4	-2	16
> C/C(CC(=O)Nc1cc(C)ccn1)=N\NC(=O)C(=O)NC(C)C
  10	-5	4	-15	-3	-2	0	-22	-21
> CCNc1ccc(C(=O)OCC(=O)N2c3ccccc3NC(=O)C2(C)C)cc1[N+](=O)[O-]
  4	29	4	-6	2	7	1	-7	19
> Cc1cc(C)cc(N2CC(C)(C)C2=O)c1
  2	2	6	-1	-1	2	-4	-27	2
> O=C(/C=C/c1cc([N+](=O)[O-])ccc1OC(F)F)Nc1cccc2ccccc12
  5	1	9	-13	4	6	3	-18	9
> Cc1ccccc1CNC(=O)C(=O)Nc1nccs1
  2	-4	8&8	-5	-3	4	-10	-34	-22
> Cc1ccc2c(c1)C=CC(C)(C)S2(=O)=O
  3	5	5	-11	-3	4	-6	-10	22
> Cc1nc2c(C(=O)NCCc3ccccc3Cl)c[nH]n2c(=O)c1Cl
  1	5	7	-15	-2	1	1	-23	23
> COc1ccc(C2CC(=O)C3=C(C2)NC(C)=C(C#N)C3c2ccc(N(C)C)cc2)cc1 (stereo unspecified)
  -1	-15	7	-6	1	8	-14	-21	3
> CCCCOC(=O)NC(NCC(O)c1ccccc1)(C(F)(F)F)C(F)(F)F (stereo unspecified)
  -5	2	10	-10	8	9	-2	-3[20 µM]	13
> CCOC(=O)Cc1cc(=O)n2[nH]c(-c3ccccc3)c(-c3ccccc3)c2n1
  4	3	2	-9	0	6	-5	-30	12
> Cc1ccc(OCC(=O)O/N=C(\N)Cc2cccs2)cc1C
  -1	1	10	·	-1	-5	6	-17[20 µM]	·
> O=C(CN1CCOCC1)N/N=C/c1ccc(-c2ccc(Br)cc2)o1
  -3	-64	5	-8	1	-9	-1	9	-5
> CNCCOc1ccccc1OC(C)C
  -2	2	7	-1	2	4	-1	-23	3
> CCn1c(COc2cccc(C)c2)nnc1SCC(=O)Nc1cccc(C(=O)O)c1
  -6	-6	13	-12	0	1	-6	-6[20 µM]	14
> CC(C)CC(=O)NC(=S)Nc1nc(-c2cccc3ccccc23)cs1
  -6	-8	21	-34	6	4	-30	-9[20 µM]	-7
> CC1Oc2ccccc2N(CC(=O)N2CCCc3ccccc32)C1=O (stereo unspecified)
  1	-4	7	-7	-1	1	-8	-26	-4
> CCC(C)(C)n1nnnc1C(c1cccc(C#N)c1)N1CCN(c2cccc(C)c2C)CC1 (stereo unspecified)
  0	-5	4	-8	4	5	-4	-14	-1
> Cc1nc2ccccc2nc1CN1CCC(CO)(CC2CCCCO2)CC1 (stereo unspecified)
  1	-3	6	5	0	5	2	-13	4
> CCOC(=O)C1CCN(c2nc(C)cc(C)c2C#N)CC1
  -3	12	8	-9	4	11	0	-20	34
> OCCN(Cc1ccccc1)Cc1nc(CC2CC2)no1
  -2	-12	1	-7	1	6	2	-20	1
> CCOCC(=O)Nc1cc(C(F)(F)F)ccc1Oc1cccc(Br)c1
  -1	0	11	-4	-4	2	-3	-4[20 µM]	12
> CC12CCC(C(=Nc3ccc(N=C4C(=O)C5(C)CCC4C5(C)C)cc3)C1=O)C2(C)C
  -10	-2	3	4	7	-1	14	0	-9
> CCN(CC)S(=O)(=O)c1ccc(N=NC2=C(O)CC(C)(C)CC2=O)cc1
  3	21	4	-4	-3	2	2	5	7
> Cc1ccc(/C=N/N2CCN(c3ccccn3)CC2)o1
  3	-12	19	-12	-2	0	-6	-5	13
> COc1ccccc1N1C(=N)S/C(=C\c2ccc(-c3ccccc3C(=O)O)o2)C1=O
  5	-1	5	-58	-2	3	-3	4	13
> Cc1ccc(-c2cc(C(F)F)nc(N3CCC(C)CC3)n2)cc1
  4	-3	6	-1	-6	1	6	10[20 µM]	15
> O=C(CCC1CCCN(C(=O)c2ccc3cc[nH]c3c2)C1)N1CCN(c2ccccn2)CC1 (stereo unspecified)
  2	-5	4	-3	-1	6	3	-17	6
> COc1cccc(Cn2nnc(C(=O)NCc3ccccc3Cl)c2N)c1
  0	2	9	-19	-2	4	-7	-19	7
> Cc1cc(C)nc(N(C#N)CN2C(=O)c3ccccc3S2(=O)=O)n1
  2	3	13	-2	0	4	-6	-27	4
> O=C(NCCCc1ccccc1)c1ccccc1
  -4	2	13	-56	4	1	-7	-10[20 µM]	3
> CC(=O)c1nnn(-c2ccc(F)cc2F)c1C
  0	-5	3	-1	5	-1	2	-24	7
> CCOc1ccc(N(CC(=O)N2CCN(c3ccccc3)CC2)S(=O)(=O)c2c(C)noc2C)cc1
  0	-8	13	43*	3	2	1	-21	-1
> Cc1ccc(S(=O)(=O)N2CCC(C(=O)Nc3nnc(-c4ccco4)s3)CC2)cc1
  6	4	46*!	-34	-4	3	0	-15	17
> COc1cc(C2CC(=O)Oc3c(C(CCN4CCOCC4)c4ccc(N(C)C)cc4)c(OC)cc(OC)c32)cc(OC)c1OC (stereo unspecified)
  ·	-17	15	-15	·	·	·	-25	6
> COc1ccc(CCNC(=O)CCNC(=O)c2ccc(Br)cc2)cc1OC
  7	-1	5	-10	-4	1	-5	-16	-5
> CCOC(=O)c1cc(-c2cccs2)nc2onc(C)c12
  -1	1	19	-8	-2	1	-2	-14	6
> COc1ccccc1Cn1cnc2cccnc21
  3	3	21	-7	1	4	3	-24	12
> O/N=C/c1ccccc1OCc1ccccc1F
  2	-4	14	-2	-2	4	-8	-24	10
> CCOC(=O)c1ccc(NC(=O)c2ccc(CN3CCOCC3)cc2)cc1
  1	-7	36	-6	1	4	7	-16[20 µM]	1
> CCn1c(COc2ccc3c(c2)CCCC3)nnc1SCC(=O)Nc1ccc(C(=O)OC)cc1
  3	-8	5	-5	2	5	4	-7	13
> O=[N+]([O-])c1ccc(Cl)c(/C=N/NC(=S)Nc2ccccc2)c1
  -2	-23	5	-3	0	3	-2	-11[20 µM]	17
> O=C(Nc1nccs1)C(c1ccccc1)N1CCCC1 (stereo unspecified)
  1	-5	6	-9	1	2	-5	-26	10
> Cc1nn(-c2ccccc2)c2c1C(c1ccc(O)c(O)c1)N1C(=N2)C(Nc2ccccc2)=Nc2ccccc21 (stereo unspecified)
  -3	-22	24	-12	2	1	-40	-22[20 µM]	-10
> Cc1ccccc1-n1cnnc1SCC(=O)N1CCN(c2ccccc2)CC1
  -2	1	12	-12	5	4	1	-6[20 µM]	22
> CC(C)Oc1cccc(C(=O)C2CCCN(Cc3cnn(C(C)C)c3)C2)c1 (stereo unspecified)
  -4	3	7	-6	4	3	-9	-10	12
> O=C(COC(=O)C1CCC1)Nc1ccccc1Sc1ccccc1
  0	1	9	-2	-1	6	-5	-19	-13
> O=C(N/C(=C\c1ccc(Br)cc1)c1nc2ccccc2[nH]1)c1ccco1
  3	-5	13	-13	2	1	2	-12[20 µM]	27
> CCOC(=O)/C=c1\s/c(=C\c2ccc(C#N)cc2)c(=O)n1CC(=O)Nc1cccc(C)c1C
  -1	3	6	-8	-2	3	-5	-22	5
> COc1cc(-c2cc(-c3nnco3)c3ccccc3n2)cc(OC)c1OC
  -6	-6	7	-8	0	6	-12	-1	43

Next entries follow:
The line under a structure holds: p97 ATPase inh	Tb hexokinase	EP2 antag	NCF1 inh	Ba/F3 V617F tox	BaF3 parental	RBBP9 inh	Furin inhibitor	PPC-1+TRAIL kill
> COc1cc(/C=C(\C#N)C(=O)NC2CCCCC2C)ccc1OS(=O)(=O)c1ccc(C)cc1 (stereo unspecified)
  7	-12	11	-5	-3	1	-12	-9	10
> Cc1cc2c(cc1C)-c1c(ssc1=Nc1ccc(S(N)(=O)=O)cc1)C(C)(C)N2
  6	-5	8	-10	1	6	-4	-25	·
> O=C(CCCN1C(=O)c2ccccc2C1=O)N1CCN(c2ccccn2)CC1
  5	-4	13	6	-4	-2	1	14[20 µM]	-2
> Cc1ccc(NS(=O)(=O)c2ccc(CCC(=O)NCc3ccccn3)cc2)cc1
  2	3	6	-3	-1	9	4	-21	-6
> Cc1c(NC(=O)CSc2nc(-c3ccco3)cc(C(F)(F)F)n2)c(=O)n(-c2ccccc2)n1C
  2	-29	-1	-9	-4	1	2	-10[20 µM]	14
> O=C(CO)N/N=C/c1ccccc1F
  2	3	11	-11	-5	0	4	-11[20 µM]	5
> CC(=O)Nc1ccc(Sc2ncnc3scc(-c4ccccc4)c23)cc1
  -8	-16	4	-4	2	3	-10	-22	18
> O=C(N/N=C/c1ccc[nH]1)c1ccccc1OCc1ccc(F)cc1
  3	-13	1	-18	-6	2	-5	-27	-13
> Cc1ccc(C(=O)NCCN2C3=NC[C@H](C(C)C)N3C[C@H]2Cc2ccc(O)cc2)cc1Br
  2	2	12	-1	-1	2	-5	-24	11
> CC(C)Cn1c(CN2CCN(c3ccccc3F)CC2)nc2c1c(=O)[nH]c(=O)n2C
  3	0	17	3	-4	-2	-5	-13	·
> CCc1nnc(NC(=O)Cn2nnc(-c3ccccc3F)n2)s1
  1	-3	4&6	-4	-4	2	0	-25	2
> COC(=O)c1ccc2nc(Nc3nc4c(F)cc(F)cc4s3)sc2c1
  -3	-4	6	-62	2	6	-8	-20	22
